Assay outcomes deposited in PubChem by several laboratories.
Y pestis TopoI = Y. pestis Topo-I inhibition via cleavage products; Y. pestis Topo-I cleavage product accumulation, plate reader; activity, % at 10 µM; actives 0.064% (n = 360,000); AID 504884; in the data active = activity above about 50%, passing the limit was not always enough; inconclusive = no clear call, values can overlap the other calls; also: inactives centre near 2
PfHsp40 yeast = compounds rescuing yeast from Plasmodium falciparum HSP40 toxicity | AID 504582 | actives 0.68% (n = 340,000) | S. cerevisiae expressing PfHsp40, growth rescue, ATP luminescence | growth rescue, % at 12.5 µM; in the data active = growth rescue above about 28%, passing the limit was not always enough; inconclusive = no clear call, values can overlap the other calls;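 also: yeast W303a lacking pdr1 and pdr3 grown in galactose medium; growth measured after three days at 30 °C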
TcdB GH inh = inhibitors of Clostridioides difficile toxin B glycohydrolase | TcdB glycohydrolase enzymatic assay, plate reader | inhibition, % at 9.99 µM | actives 0.24% (n = 350,000) | AID 652162; in the data active = inhibition above about 10%
BoNT-F LC inh = blocks Botulinum neurotoxin F light chain protease | Multiplex microsphere protease cleavage assay, flow cytometry | inhibition, % at 10 µM | actives 0.22% (n = 360,000) | AID 588497; in the data active = inhibition above about 35%, passing the limit was not always enough; inconclusive = no clear call, values can overlap the other calls; also: plate controls were buffer without enzyme for full effect and enzyme alone for no effect
Anthrax LF prot = anthrax lethal factor protease inhibition; P15917; multiplex microsphere protease cleavage assay, LF; inhibition, % at 10 µM; actives 0.12% (n = 360,000); AID 588501; also: plate controls were buffer without enzyme for full effect and enzyme alone for no effect
Target sequence (P15917 whole entry, looked up): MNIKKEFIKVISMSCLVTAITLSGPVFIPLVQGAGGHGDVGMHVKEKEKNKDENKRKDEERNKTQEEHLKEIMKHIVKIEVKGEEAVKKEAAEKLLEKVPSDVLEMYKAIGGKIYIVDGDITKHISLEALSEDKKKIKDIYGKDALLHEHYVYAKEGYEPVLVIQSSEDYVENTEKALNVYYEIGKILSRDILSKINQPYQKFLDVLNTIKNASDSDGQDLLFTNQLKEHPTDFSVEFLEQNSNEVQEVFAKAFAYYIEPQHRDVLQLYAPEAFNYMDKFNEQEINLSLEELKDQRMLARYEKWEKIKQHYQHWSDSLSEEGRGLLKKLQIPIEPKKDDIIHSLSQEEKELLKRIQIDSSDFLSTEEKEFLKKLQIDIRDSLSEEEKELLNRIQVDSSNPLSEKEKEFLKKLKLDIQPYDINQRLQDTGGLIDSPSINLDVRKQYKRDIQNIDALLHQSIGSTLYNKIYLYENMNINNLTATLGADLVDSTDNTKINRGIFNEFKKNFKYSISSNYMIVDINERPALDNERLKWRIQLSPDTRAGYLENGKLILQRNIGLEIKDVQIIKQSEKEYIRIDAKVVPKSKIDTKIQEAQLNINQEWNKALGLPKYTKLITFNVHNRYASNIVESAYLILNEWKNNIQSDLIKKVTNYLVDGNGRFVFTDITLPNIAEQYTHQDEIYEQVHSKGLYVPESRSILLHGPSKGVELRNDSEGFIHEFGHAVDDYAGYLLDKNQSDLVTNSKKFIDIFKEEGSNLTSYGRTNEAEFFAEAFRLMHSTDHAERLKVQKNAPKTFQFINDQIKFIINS
CCHFV vOTU inh = blocks the CCHF virus ovarian tumor domain protease | actives 0.55% (n = 370,000) | CCHFV vOTU protease, Pep-AMC fluorescence | AID 651958 | inhibition, % at 11.5 µM; in the data active = inhibition above about 30%; also: 0% = vehicle wells with enzyme and 100% = no enzyme wells
PrPC TRFRET = inhibitors of human cell surface prion protein PrPC; P04156; TR-FRET read-out; inhibition, % at 13.8 µM; actives 0.43% (n = 370,000); in the data active = inhibition above about 24%; also: 0% = median of the test wells and 100% = reference compound wells
FadD28 FP inh = inhibitors of Mycobacterium tuberculosis FadD28 bisubstrate binding; AID 588549; actives 0.22% (n = 360,000); FadD28 bisubstrate probe binding, fluorescence polarization; inhibition, % at 12.5 µM; in the data active = inhibition above about 8.5%, passing the limit was not always enough; inconclusive = no clear call, values can overlap the other calls
BoNT A protease = blocks Botulinum neurotoxin A light chain protease | multiplex microsphere protease substrate cleavage, flow cytometry | inhibition, % at 10 µM | actives 0.17% (n = 360,000) | AID 588499; also: plate controls were buffer without enzyme for full effect and enzyme alone for no effect
* hit, by the source's call; ? = inconclusive; · = not tested or not shown; & = joins results of further samples. Rule as the data show it, unless noted: active = inhibition above about 30%; inconclusive = no clear call, values can overlap the other calls; inactive = below that.

SMILES	Y pestis TopoI	PfHsp40 yeast	TcdB GH inh	BoNT-F LC inh	Anthrax LF prot	CCHFV vOTU inh	PrPC TRFRET	FadD28 FP inh	BoNT A protease
CCCCNS(=O)(=O)c1ccc(NC(=O)c2cccs2)cc1	3	0.1	1.0	-7	-12	4	5	-3.7	-1.0
Cc1cccc(N(CC(=O)NC(C)C)C(=O)CCC(=O)Nc2nccs2)c1	-8	-0.9	1.6	-10	-4	-10	4	-4.5	-2.4
O=C(Nc1nc2ccccc2[nH]1)c1ccc([N+](=O)[O-])cc1	6	-0.3	0.5	-2	-2	-5	-10	-3.3	-0.2
COc1ccccc1OC1OC2COC(c3ccco3)OC2C(O)C1NC(C)=O (configuration not stated)	-3	0.3	1.0	-2	-2	-20	-4	-1.2	0.1
O=C(c1ccc(S(=O)(=O)Nc2ccc(F)cc2)cc1)N1CCN(C(=O)c2ccco2)CC1	0	5.1	·	?	5	1	12	-3.1	-0.7
Cc1cc2ccccc2n1CCC(=O)O	-3	-0.6	-0.4	1	-4	-7	3	-3.2	0.4
O=C(CN1C(=O)CSc2ccccc21)N/N=C/c1ccco1	4	0.0	0.1	?	10	-5	-3	0.3	-0.3
Cc1ccccc1CN1CCN(S(=O)(=O)c2ccc(F)cc2)CC1	5	2.9	·	8	-7	7	2	-1.7	1.2
Cc1c([N+](=O)[O-])c([N+](=O)[O-])nn1CC(=O)NCCc1ccccc1	0	0.5	1.8	-6	-2	8	5	0.8	-0.5
CN(C)S(=O)(=O)N1CCN(c2ccc([N+](=O)[O-])c(N3CCOCC3)c2)CC1	-3	1.5	-1.4	1	-6	20	-31	-1.2	-0.9
O=C(Nc1nnc(-c2ccc(F)cc2)o1)c1ccc(S(=O)(=O)N2CCOCC2)cc1	6	-1.4	·	-4	0	·	·	0.7	0.7
Cc1cc(C(=O)Nc2cccc3c2O[C@@H](CN(C)S(C)(=O)=O)[C@H](C)CN([C@@H](C)CO)C3=O)n(C)n1	-4	-0.7	-2.1&2.1	-4	-3	-7	0	-1.2	-0.3
COc1ccc(OCCCC(=O)Nc2nnc(C3CCCO3)s2)cc1 (configuration not stated)	1	-1.4	·	-2	-8	-32	-4	-1.0	-1.0
NS(=O)(=O)c1ccc(NC(=S)NCc2ccccc2Cl)cc1	-3	0.3	·	-8	0	-7	-6	-2.8	-0.4
O=C1NCCc2onc(-c3ccc(Br)cc3)c21	·	·	1.0	-8	-5	4	-6	-1.7	-1.1
COc1ccc(NS(=O)(=O)c2cc3c4c(c2)C(C)C(=O)N4CCC3)cc1 (configuration not stated)	-1	-0.5	1.2	-3	-4	6	-5	-2.3	1.2
CC(C)CNC(=S)N1CCC(C(=O)c2ccc(F)cc2)CC1	2	-1.5	-1.0	-7	4	4	0	-1.1	-0.3
CCc1ccc2[nH]c3nc(N/N=C/c4cccc(O)c4)nnc3c2c1	3	0.0	0.3	?	-5	10	-3	-1.1	0.9
CCOC(=O)/C(C(=O)Nc1ccccc1Cl)=C1/NC(C)(C)Cc2ccccc21	8	-2.6	0.0	0	-2	25	-7	-4.9	-0.4
CCOC(=O)N1CCN(C(=O)CCSc2ccc(Cl)cc2)CC1	21	-0.3	·	-4	-12	-4	4	0.0	-1.0
CN(C)Cc1c(O)ccc2c(=O)c(-c3ccc(Cl)cc3)coc12	-1	-1.0	1.8	-1	17	-43	7	-0.9	1.2
N#Cc1cccc(Cn2cc(C(F)(F)F)ccc2=O)c1	-6	-0.8	1.4	?	-5	-9	0	-0.7	1.1
CCNc1nc(NCC)n2c(SCC(=O)c3ccccc3Cl)nnc2n1	-3	0.7	1.2	0	-4	-4	-4	-0.4	0.5
O=C(CN1CCN(S(=O)(=O)c2ccc(Cl)c(Cl)c2)CC1)N1CCCCC1	30	-0.8	-0.9	-2	3	13	-5	-0.6	-1.4
O=C(c1ccncc1)N1CCCC(N2CCN(c3cccc(C(F)(F)F)c3)CC2)C1 (configuration not stated)	8	-0.2	1.2	3	0	-5	-6	-0.3	2.0
The listing continues.
SMILES	Y pestis TopoI	PfHsp40 yeast	TcdB GH inh	BoNT-F LC inh	Anthrax LF prot	CCHFV vOTU inh	PrPC TRFRET	FadD28 FP inh	BoNT A protease
Cc1nc(C(=O)N2CCC(n3nccc3NC(=O)Nc3ccccc3Cl)CC2)cs1	-4	1.1	-0.7	-5	-1	9	-3	-2.4	1.1
CC(=O)c1ccc(NC(=S)NC(C)c2ccc(Cl)cc2Cl)cc1 (configuration not stated)	1	6.9	1.2	-6	-5	-2	4	-10	-0.6
CCOC(=O)C1CCN(CC(=O)Nc2ccc(OC)c(S(=O)(=O)N3CCCCC3)c2)CC1	4	-0.3	7.9	16	14	2	-5	0.1	-0.6
Cc1ccc(-n2nc3c(c2NC(=O)c2ccccc2)CS(=O)(=O)C3)cc1C	-2	1.2	1.6	1	2	11	10	-0.9	-2.5
CC1=CCC2C(=O)N(c3ccc(C(=O)N4CCCCCC4)cc3)C(=O)C2C1 (configuration not stated)	7	1.1	·	5	1	-6	5	-1.8	0.1
CCN(CC(=O)Nc1c(F)cccc1F)C(=O)CN1c2cccc3cccc(c23)S1(=O)=O	0	0.4	-0.6	-6	-1	-18	4	-1.1	0.5
COc1cc(NC(=S)NC(C)=O)ccc1NC(=O)C(C)C	-1	-0.9	·	-4	-2	-7	4	-0.8	-3.0
CSc1ccc(CN2C(=O)NC3(CCCCCCC3)C2=O)cc1	5	-0.4	-0.4	0	2	-9	6	-5.0	-0.3
CS(=O)(=O)N(CC(=O)Nc1ccc2c(c1)OCO2)c1ccc2c(c1)OCO2	-4	0.2	·	-16	-2	9	-1	-2.0	-0.2
Cc1c(Br)c([N+](=O)[O-])nn1CC(=O)c1ccccc1	-2	-0.2	0.7	·	·	-1	-4	-0.9	·
O=C(O)c1ccc(N2C(=O)CSC2=S)cc1	-2	16	1.1	-1	-6	0	-2	-0.3	-0.8
O=C(NNC(=O)C1[C@H]2CCCC[C@@H]12)NC1CCCCC1 (some centres not stated)	0	4.9	-1.2	-3	4	-14	-3	0.4	-0.7
Cc1ccc(C)c(N2CCN(S(=O)(=O)c3ccc4c(c3)NC(=O)CS4)CC2)c1	33	22	0.1	17	7	16	17	-2.9	7.0
Cc1ccc(-c2nn(-c3ccc(F)cc3)cc2C(=O)N2CCN(C3CCS(=O)(=O)C3)CC2)cc1 (configuration not stated)	23	2.3	-0.3	2	-9	-1	8	-1.3	2.4
NC(=O)c1nsc(C(=O)N(CC(=O)NCc2ccc3c(c2)OCO3)C2CCCCC2)c1N	9	0.2	·	0	3	-4	-4	-2.6	0.8
COC(=O)c1cc(-c2c(C)oc3cc(O)ccc3c2=O)c(C)o1	2	-1.3	0.3	1	0	-74	0	-5.2	-0.3
O=C(c1ccc2c(c1)OCO2)N1CCC2(CC1)Oc1ccc(F)cc1C(=O)C21CC(c2ccc(Cl)cc2)=NO1 (configuration not stated)	6	-0.6	-1.7	-4	-7	5	-4	-0.6	-0.5
N#CC1=C(N)Oc2c(oc(CO)cc2=O)C1c1cccs1 (configuration not stated)	4	2.7	·	0	-4	-2	-4	0.6	-1.3
CCc1ccc2c(c1)C(=O)C(=O)N2CCS(=O)(=O)c1ccccc1	-5	-0.2	0.8	-5	-1	14	-7	-0.9	-2.9
Cc1cc2oc(=O)cc(-c3ccccc3)c2c(C)c1-c1ccc(C(F)(F)F)cc1	13	-1.0	1.0	-3	-3	13	-8	-1.7	-0.5
CC(=O)c1ccc(OCc2cc(C(=O)N3CC4C[C@@H]5CC3C[C@H](C4)C5)no2)cc1	27	1.1	0.6	-9	-4	4	0	3.7	-2.0
Cc1ccc(C(=O)N/C(=C/c2cccnc2)C(=O)O)cc1	-4	0.4	0.1	8	-5	5	8	-0.5	0.5
CCC(Sc1nc2n[nH]c(C)c2c(=N)n1-c1cc(Cl)ccc1C)C(=O)N1CCOCC1 (configuration not stated)	11	-0.9	·	-6	0	5	0	-5.2	0.7
Cc1ccc(C(=O)N2CCC(C)CC2)cc1S(=O)(=O)N1CCCCC1	21	-1.1	1.4	·	·	5	1	0.4	·
CN(C)CC(C)(C)CNS(=O)(=O)CC12CCC(CC1=O)C2(C)C (configuration not stated)	3	0.6	·	-3	-3	1	-4	-2.1	-0.4

A stretch of the results above:
SMILES	Y pestis TopoI	PfHsp40 yeast	TcdB GH inh	BoNT-F LC inh	Anthrax LF prot	CCHFV vOTU inh	PrPC TRFRET	FadD28 FP inh	BoNT A protease
Cc1ccc(-c2nn(-c3ccc(F)cc3)cc2C(=O)N2CCN(C3CCS(=O)(=O)C3)CC2)cc1 (configuration not stated)	23	2.3	-0.3	2	-9	-1	8	-1.3	2.4
NC(=O)c1nsc(C(=O)N(CC(=O)NCc2ccc3c(c2)OCO3)C2CCCCC2)c1N	9	0.2	·	0	3	-4	-4	-2.6	0.8
COC(=O)c1cc(-c2c(C)oc3cc(O)ccc3c2=O)c(C)o1	2	-1.3	0.3	1	0	-74	0	-5.2	-0.3
O=C(c1ccc2c(c1)OCO2)N1CCC2(CC1)Oc1ccc(F)cc1C(=O)C21CC(c2ccc(Cl)cc2)=NO1 (configuration not stated)	6	-0.6	-1.7	-4	-7	5	-4	-0.6	-0.5
N#CC1=C(N)Oc2c(oc(CO)cc2=O)C1c1cccs1 (configuration not stated)	4	2.7	·	0	-4	-2	-4	0.6	-1.3
CCc1ccc2c(c1)C(=O)C(=O)N2CCS(=O)(=O)c1ccccc1	-5	-0.2	0.8	-5	-1	14	-7	-0.9	-2.9
Cc1cc2oc(=O)cc(-c3ccccc3)c2c(C)c1-c1ccc(C(F)(F)F)cc1	13	-1.0	1.0	-3	-3	13	-8	-1.7	-0.5
CC(=O)c1ccc(OCc2cc(C(=O)N3CC4C[C@@H]5CC3C[C@H](C4)C5)no2)cc1	27	1.1	0.6	-9	-4	4	0	3.7	-2.0
Cc1ccc(C(=O)N/C(=C/c2cccnc2)C(=O)O)cc1	-4	0.4	0.1	8	-5	5	8	-0.5	0.5

Remaining list, next part.
SMILES	Y pestis TopoI	PfHsp40 yeast	TcdB GH inh	BoNT-F LC inh	Anthrax LF prot	CCHFV vOTU inh	PrPC TRFRET	FadD28 FP inh	BoNT A protease
COc1ccccc1-n1c(=O)[nH]c2c(C(N)=O)nc(C3CCCCC3)nc21	11	0.3	-0.1	-3	-10	-3	-3	-4.1	-1.0
O=C(CSc1nnc(-c2n[nH]c3ccccc23)n1-c1ccccc1)Nc1ccccc1Cl	16	-1.9	·	-1	0	2	10	-3.1	-0.2
Cc1c(Cl)cccc1NC(=S)Nn1cnnc1	0	3.4	0.2	-4	1	1	4	-1.2	-1.2
COc1ccc(NC(=O)c2sc3nc(C)nc(N4CCN(c5ccccn5)CC4)c3c2C)c(OC)c1	10	-0.3	1.0	-1	-6	6	-1	0.2	0.0
Cc1ccccc1OCC(=O)N/N=C1\SCC(=O)N1Cc1ccccc1	9	0.2	·	-3	-4	-1	-1	0.3	-0.9
COc1ccc(NC(=S)NC2CC3CCC2C3)c(OC)c1 (configuration not stated)	-2	0.6	1.5	-2	-2	-2	-7	-1.2	-0.7
Cc1cccc(NC(=O)CS(=O)(=O)c2cn(CC(=O)N3CCOCC3)c3ccccc23)c1	-2	0.7	-1.3	2	-5	-6	0	0.2	-0.3
CCc1c(C)sc(NC(=O)c2ccco2)c1C#N	6	-1.5	1.4	-2	-2	11	3	-2.7	1.4
O=C(Nc1ccc(Cl)cc1)NC1CCCC1Cc1ccco1 (configuration not stated)	-4	0.4	·	4	1	·	·	-4.1	2.0
COc1cc(/C=C(\C#N)C(=O)N2CCCCC2)ccc1O	3	-0.5	14*	-16	9	-11	0	-2.9	-3.1
NC(=S)NN=Cc1cc(-c2cccc(N)c2)ccn1	-11	·	-0.2	-2	-2	14	-6	-0.2	-0.6
COc1ccccc1NC(=O)N1CCCC1C(=O)Nc1ccc(NC(C)=O)cc1 (configuration not stated)	8	-0.3	·	2	-5	2	4	-0.6	-0.4
